Compound activity (PubChem BioAssay)
USP2a inhib: qHTS Assay for Inhibitors of Ubiquitin-specific Protease USP2a; Ubiquitin carboxyl-terminal hydrolase 2 (Homo sapiens), O75604; Potency, µM (doses to about 38.3 µM), for the others: at the top dose activity change, negative = inhibition, hits mostly inhibitors; USP2a enzymatic assay, qHTS inhibition; actives 0.1% (n = 60,000);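 note: potency is the fitted concentration of half-maximal effect; nearly all actives have a fitted effect of over 60% in size; plate controls were DMSO for no effect and NEM full inhibition control for full effect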
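USP2 core (20 nM final) was preincubated with compound for 30 min at RT in 20 mM Tris-HCl pH 8.0, 2 mM CaCl2, 2 mM beta-mercaptoethanol; Ub-PLA2 (20 nM) plus NBD C6-HPC (20 uM) then added, fluorescence read after 2.5 h.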
Rhodamine fluor: qHTS Assay for Spectroscopic Profiling in Rhodamine Spectral Region. Rhodamine-region fluorescence, 547/598 nm, Tris buffer; stronger effect = higher value. AID 594, 2007. max dye-equivalent concentration, M. actives 0.05% (n = 59,000); in the data active = max dye-equivalent concentration above about 11 nM; inconclusive = between about 1.1 nM and that limit
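Intensities are converted to rhodamine-equivalent concentration using a six-point rhodamine standard on each plate. Compounds sit 15 min at room temperature in 100 mM Tris buffer, pH 8.0; read uses the 547/598 nm excitation/emission pair.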
FLuc inh: qHTS Assay for Inhibitors of Firefly Luciferase; AID 411, 2009; Potency, µM (doses to about 57.1 µM), inactives show at the top dose activity change, negative = inhibition, hits mostly inhibitors; actives 2.2% (n = 72,000); Luciferin 4-monooxygenase (Photinus pyralis), P08659; purified firefly luciferase, luminescence, 8 min; note: potency is the fitted concentration of half-maximal effect; % is set by controls: 0 for no effect and ±100 for the full control effect; nearly all actives have a fitted effect of over 40% in size
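Substrate buffer containing 10 uM ATP (pH 7.2 imidazole, Mg2+, KCl, detergent, BSA) is dispensed, compound pinned in, then luciferase/luciferin detector mix added. After 8 min at ambient temperature, light output is measured.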
Casp1 inh: qHTS Assay for Allosteric/Competitive Inhibitors of Caspase-1; P29466; Caspase-1 enzyme, Ac-WEHD-AFC fluorogenic rate; Potency, µM (titrated, usually from 57.5 µM), for the others: at the top dose activity change, negative = inhibition, usual class: inhibitors; actives 0.03% (n = 75,000);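 note: potency is the fitted concentration of half-maximal effect; plate controls were vehicle for no effect and no substrate for full effect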
Tau fil binding: qHTS Assay for Tau Filament Binding | AID 596, 2007 | recombinant tau filaments, thioflavin S fluorescence, 15 h; filaments grown with octadecylsulfate alongside compound | Microtubule-associated protein tau (Homo sapiens), P10636 | Potency, µM (highest dose often 57.1 µM), without a hit: at the top dose activity change, negative = inhibition | actives 2% (n = 71,000);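 note: potency is the fitted concentration of half-maximal effect; % is set by controls: 0 for no effect and ±100 for the full control effect; actives lower thioflavin S fluorescence by blocking filaments or displacing dye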
Target sequence (P10636 whole entry, looked up): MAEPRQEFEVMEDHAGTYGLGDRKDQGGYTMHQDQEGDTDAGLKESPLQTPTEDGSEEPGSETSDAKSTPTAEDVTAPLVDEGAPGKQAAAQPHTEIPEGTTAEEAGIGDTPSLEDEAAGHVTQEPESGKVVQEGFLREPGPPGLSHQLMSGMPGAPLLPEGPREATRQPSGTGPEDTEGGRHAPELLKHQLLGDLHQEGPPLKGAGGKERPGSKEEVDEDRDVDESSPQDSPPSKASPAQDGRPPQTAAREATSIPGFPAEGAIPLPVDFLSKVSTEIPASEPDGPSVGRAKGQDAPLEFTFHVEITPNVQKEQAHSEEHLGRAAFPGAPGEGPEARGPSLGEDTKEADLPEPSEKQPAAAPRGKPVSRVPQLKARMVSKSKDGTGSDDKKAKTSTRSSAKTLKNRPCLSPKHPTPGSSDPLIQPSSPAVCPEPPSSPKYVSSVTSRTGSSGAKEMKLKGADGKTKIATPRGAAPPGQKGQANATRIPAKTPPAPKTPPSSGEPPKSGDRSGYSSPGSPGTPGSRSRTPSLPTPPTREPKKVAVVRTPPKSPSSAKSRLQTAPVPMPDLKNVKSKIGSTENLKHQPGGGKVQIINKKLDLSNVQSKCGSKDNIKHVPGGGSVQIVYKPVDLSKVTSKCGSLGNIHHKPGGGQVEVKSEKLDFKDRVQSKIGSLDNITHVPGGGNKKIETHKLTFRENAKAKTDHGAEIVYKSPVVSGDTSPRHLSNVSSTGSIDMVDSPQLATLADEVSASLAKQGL
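Assay mix: 1 uM His-tagged tau, 30 uM sodium octadecylsulfate, thioflavine S dye in HEPES/NaCl/DTT buffer. Compound is added prior to the inducer. Fluorescence after 15 h at 37 C.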
TexasRed autofl: qHTS Assay for Spectroscopic Profiling in Texas Red Spectral Region. Compound fluorescence, Texas Red channel, 547/618 nm; stronger effect = higher value. max dye-equivalent concentration, M. AID 587, 2007. actives 0.06% (n = 59,000); in the data active = max dye-equivalent concentration above about 10 nM; inconclusive = between about 1.1 nM and that limit
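Fluorescence at ex 547/em 618 nm, normalized against an on-plate Texas Red standard series to give dye-equivalent concentration per compound concentration. Buffer 100 mM Tris, pH 8.0; 15 min RT incubation before CCD imaging.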
HADH2 inh: qHTS Assay for Inhibitors of HADH2 (Hydroxyacyl-Coenzyme A Dehydrogenase, Type II) | 3-hydroxyacyl-CoA dehydrogenase type-2 (Homo sapiens), Q99714 | recombinant HADH2, NADH fluorescence, beta-hydroxybutyryl-CoA | Potency, µM (series often up to 57.1 µM), for inactives: top-dose activity change, negative = inhibition, usual class: inhibitors | actives 3.4% (n = 73,000) | AID 886, 2007; note: potency is the fitted concentration of half-maximal effect; % is set by controls: 0 for no effect and ±100 for the full control effect; nearly all actives have a fitted effect of over 60% in size; many of its hits are not listed in these tables
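NADH fluorescence (ex 360/em 450 nm) read every 30 s for 4 min; activity taken as last-minus-first time point difference. Enzyme 20 nM, NAD+ 1 mM, beta-hydroxybutyryl-CoA 90 uM, pH 9.0 Tris buffer.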
ERK AVP block: qHTS Assay for Inhibitors of the ERK Signaling Pathway using a Homogeneous Screening Assay | HEK293-V1b, vasopressin-stimulated pERK AlphaScreen | Potency, µM (doses to about 57.5 µM), for inactives: at the highest dose activity, negative = inhibition, most hits filed as inhibitors | actives 0.99% (n = 72,000) | AID 995, 2007; note: potency is the fitted concentration of half-maximal effect; % is set by controls: 0 for no effect and ±100 for the full control effect; nearly all actives have a fitted effect of over 55% in size
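Phosphorylated ERK1/2 detected via AlphaScreen bead proximity in lysates of V1b-expressing HEK293 cells given 25 nM vasopressin for 5 min after 30 min compound exposure (37 °C). AC50 from Hill equation; basal DMSO 0%, vasopressin 100%.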
HEK293 cAMP cs: qHTS Assay for Agonists of the Thyroid Stimulating Hormone Receptor: Activators of Intracellular cAMP Concentrations in Parental HEK 293; Potency, µM (doses to about 57.1 µM), for the others: at the top dose activation, usual class: activators; AID 938, 2007; parental HEK293 CNG cAMP sensor, membrane potential fluorescence; actives 2.5% (n = 73,000); note: potency is the fitted concentration of half-maximal effect; % of control where 0% means no effect; nearly all actives have a fitted effect of over 55% in size
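Counterscreen for endogenous-receptor signalling: CNG-channel HEK 293 cells report cAMP rise by membrane depolarization. After 60 min dye equilibration with 100 uM RO 20-1724, compounds incubated 30 min before bottom-read fluorescence at 590 nm.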
Casp7 inh: qHTS Assay for Allosteric/Competitive Inhibitors of Caspase-7; P55210; recombinant caspase-7, Ac-DEVD-AFC fluorescence rate; Potency, µM (series often up to 57.5 µM), for the others: top-dose activity change, negative = inhibition, hits mostly inhibitors; actives 0.02% (n = 75,000); AID 889, 2007; active = well fitted inhibition curve with a large enough effect in the main read-out, with a control signal flat, not every such curve was filed as active; inconclusive = small, poorly fitted or top-dose-only effect, or a change in a side signal; note: potency is the fitted concentration of half-maximal effect; % of control where 0% means no effect
Fluorescein fluor: qHTS Assay for Spectroscopic Profiling in Fluorescein Spectral Region. actives 0.91% (n = 59,000). AID 593, 2007. Compound autofluorescence, 480/540 nm, fluorescein-equivalent; stronger effect = higher value. max fluorescein-equivalent concentration, M; in the data active = max fluorescein-equivalent concentration above about 10 nM; inconclusive = between about 1.1 nM and that limit
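Library compounds, added at multiple concentrations to pH 8.0 Tris buffer (100 mM), incubate 15 min at room temperature before CCD imaging at 480 nm excitation and 540 nm emission.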
The depositor's hits bear a star; i = inactive; ? = inconclusive; · = no result given; [ ] = dose if it differs, or a comment. Unless noted, calls come from the whole dose curve; as a rule, active = well fitted curve in the direction sought with a large enough effect; inconclusive = small, poorly fitted or top-dose-only effect, or another doubt; inactive = no such curve, though single readings can be large; an effect the other way counts as inactive or inconclusive. A portion of the library; the hit share may differ from the screen's.

SMILES | USP2a inhib | Rhodamine fluor | FLuc inh | Casp1 inh | Tau fil binding | TexasRed autofl | HADH2 inh | ERK AVP block | HEK293 cAMP cs | Casp7 inh | Fluorescein fluor
CC[C@H]1C(=O)OC[C@H]1Cc1cncn1C | -1.7% | i | 1.6%[11.4 µM] | -5.1%[11.5 µM] | 2.1%[11.4 µM] | i | 0.0%[11.4 µM] | 2.0%[11.5 µM] | 6.3%[11.4 µM] | 0.3%[11.5 µM] | ?
CC(=O)C1=C(O)[C@@H]2[C@@H]3c4c[nH]c5cccc(c45)C[C@@H]3C(C)(C)N2C1=O | · | · | -0.7% | -15.6% | ? | · | 3.4% | -13.8% | -9.4% | -21.8% | ·
